# CHT PAM – allosterically activates the human high affinity choline transporter; CHT-expressing cells, membrane potential dye, choline EC20; active compounds read high; LV-AA mutant CHT in HEK293 cells; B-score at 10 µM; Q9GZV3; actives 0.49% (n = 310,000);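 active = initial fluorescence not abnormally high and integrated response B-score, plate-corrected, over 3 SD above library mean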
# Target sequence (Q9GZV3 whole entry, looked up): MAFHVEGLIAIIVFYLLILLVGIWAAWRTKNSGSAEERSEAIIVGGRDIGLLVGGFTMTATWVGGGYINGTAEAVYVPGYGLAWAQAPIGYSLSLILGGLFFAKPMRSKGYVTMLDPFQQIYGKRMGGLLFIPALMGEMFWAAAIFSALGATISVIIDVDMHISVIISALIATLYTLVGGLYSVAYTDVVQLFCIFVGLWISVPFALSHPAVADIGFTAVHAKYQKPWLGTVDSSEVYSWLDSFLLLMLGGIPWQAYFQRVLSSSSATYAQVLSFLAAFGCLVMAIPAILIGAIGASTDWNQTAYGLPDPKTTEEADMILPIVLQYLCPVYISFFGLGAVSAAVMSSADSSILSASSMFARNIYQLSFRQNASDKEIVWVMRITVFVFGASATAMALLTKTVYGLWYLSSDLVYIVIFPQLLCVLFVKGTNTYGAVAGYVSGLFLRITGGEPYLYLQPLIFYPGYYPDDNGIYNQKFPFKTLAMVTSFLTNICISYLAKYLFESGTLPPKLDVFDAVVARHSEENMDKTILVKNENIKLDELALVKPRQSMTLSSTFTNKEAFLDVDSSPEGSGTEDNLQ
# CHT inh – human CHT choline transport inhibition; CHT-expressing cells, membrane potential dye, choline response; active compounds read low; Q9GZV3; actives 0.86% (n = 310,000); B-score at 10 µM; AID 488975;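 active = B-score over 3 SD under the library average, and starting fluorescence ratio not unusually high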;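 also: choline stimulus applied at its EC90 after an EC20 pre-addition; B-score computed on integrated fluorescence ratio after choline addition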
# Active calls of the source: *; i = inactive.
# Order of results: CHT PAM, CHT inh
CCOc1ccc(N(CC(=O)NC2CCCCCC2)S(=O)(=O)c2c(C)[nH]c(=O)[nH]c2=O)cc1
 : i, i
c1ccc(Cn2nnnc2CN2CCOCC2)cc1
 : i, i
O=C(CSc1n[nH]c(=O)n1-c1ccccc1)Nc1ccccc1C(F)(F)F
 : i, i
CCc1ccc(C(=O)CCC2CCCCC2=O)cc1 (centres undefined)
 : i, i
O=C(O)c1cccc(NC(=O)C2C3C=CC(C3)C2C(=O)O)c1 (centres undefined)
 : i, i
COc1ccc(S(=O)(=O)N2CCCCCC2)cc1C(=O)N(C)Cc1cccc(OC)c1OC
 : i, i
Cc1ccc(C)c(S(=O)(=O)N2CCC(c3nc4c(nnn4Cc4ccc(F)cc4)c(=O)[nH]3)CC2)c1
 : i, i
CC(=O)NC1(C(F)(F)F)C(=O)N(Cc2ccccc2)C2=C1C(=O)CC(C)(C)C2 (centres undefined)
 : i, i
C/C(=N\NC(=S)Nc1ccc(C(C)C)cc1)c1ccc2c(c1)OCO2
 : i, i
CCOC(=O)C1CCN(C(=O)c2ccccc2NS(=O)(=O)c2ccc(F)cc2)CC1
 : i, i
O=C(NCCO)c1ccc2c3n(nc2c1)-c1ccc(Cl)cc1CO3
 : 8.64*, i
Cc1nnc(SCC(=O)Nc2ccc3c4c(cccc24)CC3)n1C
 : i, i
CCCc1ccc2c(N)c(C#N)sc2n1
 : i, i
COc1cccc(/C=N/NC(=O)c2ccc3nc[nH]c3c2)c1
 : i, i
Cn1c(SCC(=O)C(C)(C)C)nnc1-c1ccncc1
 : i, i
Cc1ccc2c(c1)N(CC(=O)NCCc1c[nH]c3ccccc13)C(=O)CO2
 : i, i
O=C1Nc2ccc(Br)cc2C1(O)Cc1ccccn1 (centres undefined)
 : i, i
Cc1nn(Cc2c(Cl)cccc2Cl)c(C)c1NC(=O)c1cc(C(C)C)on1
 : i, i
NS(=O)(=O)c1ccc(CNC(=O)CSc2nc3ccc(Cl)cc3[nH]2)cc1
 : i, i
CN(Cc1c(C(=O)N2CCc3ccccc3C2)nc2ccc(Cl)cn12)C(C1CC1)C1CC1
 : i, i
CSCCC(NS(=O)(=O)c1ccc2c(c1)oc(=O)n2C)C(=O)NCc1ccc(C)cc1 (centres undefined)
 : i, i
Cc1cc(NC(=O)CSc2nc3c(sc4ccccc43)c(=O)n2CCc2ccccc2)n[nH]1
 : i, i
CCN(CC)S(=O)(=O)c1ccc(OC)c(NS(=O)(=O)Cc2ccccc2)c1
 : i, i
O=C(CN1C(=O)CCSc2ccc(S(=O)(=O)N3CCOCC3)cc21)Nc1ccccc1Cl
 : i, i
CCn1cc(CNC(=O)CCSc2nc(-c3ccco3)cc(C(F)(F)F)n2)cn1
 : i, i
COc1ccc(/C=C/C(=O)NC(=S)NNC(=O)c2cc(OC)c(OC)c(OC)c2)cc1
 : i, i
O=S(=O)(/N=C/c1c(O)ccc2ccccc12)c1cccs1
 : i, i
O=C(CN1CCN(c2ccccc2Cl)CC1)NC1CCCc2ccccc21 (centres undefined)
 : i, i
O=C(Nc1cccc(C(=O)Nc2ccc(Br)cc2)c1)c1ccccc1
 : i, i
CCOc1ccc(NC(=O)CN(c2ccc(OC)c(OC)c2)S(=O)(=O)c2ccc(C)cc2)cc1
 : i, i
O=C(Nc1ccc(F)cc1)c1cccc(N2C(=O)C3C4C=CC(C5CC45)C3C2=O)c1 (centres undefined)
 : i, i
COCCCNc1nc(N)c([N+](=O)[O-])c(Nc2ccccc2OC)n1
 : i, i
COCCNC(=O)c1cccc(OC2CCN(C(C)COc3ccccc3)CC2)c1 (centres undefined)
 : i, i
COc1ccc(C(=O)NC(=S)Nc2ccc(CN3CCOCC3)cc2)cc1Br
 : i, i
CCOC(=O)c1nc2cc3n(c(CC(C)C)c-2c1C)CC(C)=C3C
 : i, i
COc1ccc(C/C(=N\O)c2ccc(OC)cc2)cc1
 : i, i
COc1ccccc1N1CCN(CCCn2c(=S)[nH]c3ccccc3c2=O)CC1
 : i, i
COc1ccc(Cl)cc1C(=O)OCC(=O)N(CC(C)C)c1c(N)n(Cc2ccccc2)c(=O)[nH]c1=O
 : i, i
C=CCNC(=O)/C(C#N)=C/c1c(N2CCN(c3ccccc3)CC2)nc2c(C)cccn2c1=O
 : i, i
CCc1ccc2c(c1)[C@H]1OCC[C@H]1[C@@H](c1cccs1)N2
 : i, i
CC(=O)NC1=NN(C(C)=O)C(c2cccs2)S1 (centres undefined)
 : i, i
O=C(O)CC(c1ccccc1)n1cnnn1 (centres undefined)
 : i, i
CN(CC(=O)Nc1ccc(Cl)c(C(F)(F)F)c1)C(=O)CCN1C(=O)C2CC=CCC2C1=O (centres undefined)
 : i, i
CC(C)NC(=O)CCCc1c[nH]c2ccccc12
 : i, i
COc1ccc(S(=O)(=O)NC(C)C(=O)O)cc1 (centres undefined)
 : i, i
CCN(CCNC(=O)C1CCN(S(C)(=O)=O)CC1)c1ccccc1
 : i, i
COc1ccc(NC(=O)CN(c2ccc(OC)c(Cl)c2)S(=O)(=O)c2ccccc2)cc1
 : i, i
O=C(Nc1ccc2c(c1)OCCO2)c1cc(-n2cnnc2)ccc1Cl
 : i, i
CC1Oc2ccccc2C=C1/C=N/NC(=O)c1ccccc1 (centres undefined)
 : i, i
Cn1c(=O)c2c(SCc3ccccc3)nc(C3CC3)nc2n(C)c1=O
 : i, i
S=C1N(c2ccccc2)C(c2cccc3ccccc23)N2CCCN12 (centres undefined)
 : i, i
O=C(NC(=S)NC1CCCCC1)c1ccccc1
 : i, i
C/C(=N\NC(=O)c1nnn(-c2nonc2N)c1-c1ccccc1)c1ccco1
 : i, i
O=C(O)COc1ccc(/C=N/n2cnc3scc(-c4cccs4)c3c2=O)cc1
 : i, i
CC(C)OCCCNC(=O)c1ccc2c(c1)S(=O)(=O)c1ccccc1C2=O
 : i, i
Cn1c(N2CCC(C(N)=O)CC2)nc2c1c(=O)n(Cc1ccc(Br)cc1)c(=O)n2C
 : i, i
CCOC(=O)Nc1sc(C)c(C)c1C(N)=O
 : i, i
CC(C)c1ccc2[nH]c(O)c(N=NC(=O)c3cccc(S(=O)(=O)Nc4ccc(Cl)cc4)c3)c2c1
 : i, i
O=C(CN1CCC(c2nc3ccccc3s2)CC1)NCc1cccs1
 : i, i
Cc1ccc(/C=N/NC(=O)C(C)NC(=O)c2ccccc2)cc1 (centres undefined)
 : i, i

# Additional results:
# Order of results: CHT PAM, CHT inh
O=C(O)c1cc(N2C(=O)CCC2=O)ccc1Cl
 : i, i
O=C(NCc1cccnc1)c1cccc(S(=O)(=O)N2CCOCC2)c1
 : i, i
CN(C)CCNC(=S)Nc1ccccc1Cl
 : i, i
C#CCOCCOCCOCCNc1nc(N2CCN(C(=O)CCCCCCCCCCNC(=O)Cn3cc(CCCCCN)nn3)CC2)nc(N2CCN(C(=O)CCCCCCCCCCNC(=O)[C@H]([C@@H](C)CC)n3cc(CCCCN=C(N)N)nn3)CC2)n1
 : i, i
O=C(C1=C(O)C(=O)N(CCN2CCOCC2)C1c1cccnc1)c1cc2ccccc2o1 (centres undefined)
 : i, i
CCC(=O)N1CCc2cc(Br)cc(S(=O)(=O)NCCN3CCCCC3C)c21 (centres undefined)
 : i, i
O=C(CCCCn1c(=O)[nH]c2ccccc2c1=O)N1CCN(c2ncccn2)CC1
 : i, i
O=C(Nc1ccccc1Cl)c1ccc(Cl)cc1Cl
 : i, i
COc1ccc(CN2C(=O)[C@@H]3Cc4c([nH]c5ccccc45)C(C)(C)N3C2=O)cc1
 : i, i
CCOc1ccc(OCCCCOc2ccccc2C(C)=O)cc1
 : i, i
CCOC(=O)N1CCN(C(=O)CN(c2ccc(Cl)c(C(F)(F)F)c2)S(C)(=O)=O)CC1
 : i, i
O=C(NCCn1cc(SCc2ccc(F)cc2)c2ccccc21)c1ccccc1F
 : i, i
O=C(CSc1nnnn1C1CCCC1)NCc1ccccc1
 : i, i
Cc1nn(-c2ccccc2)c(C)c1/C=N/n1c(-c2ccc(C(C)(C)C)cc2)n[nH]c1=S
 : i, i
CCOCCCNCc1ccc(OCc2ccc(F)cc2)c(OC)c1
 : i, i
Fc1ccc(-c2cn(-c3ccccc3)c3[n+]2CCS3)cc1
 : i, i
CCS(=O)(=O)c1ncc(Cl)c(C(=O)Nc2ccc(S(=O)(=O)N(C)c3ccccc3)cc2)n1
 : i, i
COCCCNC(=O)CC(NS(=O)(=O)c1ccc(C)cc1)c1ccco1 (centres undefined)
 : i, i
CCOc1ccc(/C=N/Nc2cc(N3CCOCC3)nc(C)n2)c(O)c1
 : i, i
Oc1ccccc1/C=N/N1CCCCC1
 : i, i
CCn1c(=O)c2c(nc(SCC(=O)NCC3CCCO3)n2C)n(C)c1=O (centres undefined)
 : i, i
Clc1cccc(CN2CCCCCC2)c1Cl
 : i, i
O=C1COc2ccc(C(=O)c3ccccc3C(=O)O)cc2N1
 : i, i
CC(=O)N/C(=C\c1ccccc1)C(=O)OCc1cccc(S(=O)(=O)N(C)C)c1
 : i, i
N/C(=N\OC(=O)c1ccc(Cl)cc1Cl)c1ccc(Cl)cc1
 : i, i
O=C(O)COc1ccc(NC(=O)c2ccco2)cc1
 : i, i
NC(=O)C1CCN(C2CC(=O)N(Cc3ccc(N4CCCC4=O)cc3)C2=O)CC1 (centres undefined)
 : i, i
O=C(CSc1ncn[nH]1)N1N=C2/C(=C/c3ccccc3)CCCC2C1c1ccccc1 (centres undefined)
 : i, i
CSc1[nH]c(=O)c(C(=O)O)cc1C#N
 : i, i
CCOC(=O)Cn1c(N)c(C(=O)OC)sc1=S
 : i, i
Cc1cc(C)n(-c2nc(NCC3CCCO3)c3c4c(sc3n2)COC(C)(C)C4)n1 (centres undefined)
 : i, i
CC1CCC(NS(=O)(=O)c2ccc(Cl)nc2)CC1 (centres undefined)
 : i, i
CC1CCN(C(=O)C2CCN(S(=O)(=O)c3cccc4nsnc34)CC2)CC1
 : i, i
CCc1ccccc1NC(=S)N(Cc1cccs1)C1CCCC1
 : i, i
COc1ccccc1N(CC(O)Cn1c2ccccc2c2ccccc21)S(=O)(=O)c1ccccc1 (centres undefined)
 : i, i
CN(Cc1cn(Cc2ccccc2)nc1-c1ccc2c(c1)OCO2)Cc1nccn1C
 : i, i
CC(C)OCCCNC(=O)C1CCC(CNS(=O)(=O)c2ccc(Cl)cc2)CC1 (centres undefined)
 : i, i
CCOc1ccc(C(=S)NC2CCCCC2)cc1OCC
 : i, i
Cc1ccc(/C([O-])=C(/C(=S)NCCN2CCOCC2)[n+]2ccccc2)cc1[N+](=O)[O-]
 : i, i
Cc1ccc(S(=O)(=O)Nc2ccccc2C(=O)Nc2nc(-c3ccc(F)cc3)cs2)cc1
 : i, i
CCC(=O)Nc1ccc(C(=O)Nc2c[nH]c(=O)[nH]c2=O)cc1
 : i, i
O=C(CSc1nccn1-c1ccc(Cl)cc1)Nc1ccc2c(c1)OCO2
 : i, i
COCCN1C(=O)N[C@@H](c2ccco2)C(C(C)=O)=C1C
 : i, i
NC(=O)C1(N2CCCCC2)CCN(S(=O)(=O)c2cc(Cl)sc2Cl)CC1
 : i, i
N#Cc1nc(-c2ccccc2F)oc1NCCc1ccccn1
 : i, i
CCOC(=O)N1CCN(C(=O)CN2C(=O)COc3ccc(C(C)(C)C)cc32)CC1
 : i, i
Cc1cc(C)n2c(=S)[nH]nc2n1
 : i, i
COc1c(-c2ccc(O)c(O)c2)oc2cc(O)cc(O)c2c1=O
 : i, i
CC1(C)CC(=O)C(C(O)c2ccc([N+](=O)[O-])cc2)C(C)(C)N1 (centres undefined)
 : i, i
CCN(CC)c1ccc(NC(=O)c2ccc3c(c2)c(C)c(C)n3C)cc1
 : i, i
COc1cc(/C=N/NC(=O)Cc2ccccc2)cc([N+](=O)[O-])c1O
 : i, i
COc1ccc(CNC(=O)C(c2cccs2)N(C(=O)c2csnn2)C2CC2)cc1 (centres undefined)
 : i, i
Cc1cc(C(=O)OCC(=O)Nc2c(F)cccc2F)c(C)n1-c1ccccc1
 : i, i
CCn1ccnc1CN(C)C(=O)CCc1nnc(CCCc2ccccc2)o1
 : i, i
CNc1c(NS(=O)(=O)c2ccc(OC)c(Cl)c2)c(=O)oc2ccccc12
 : i, i
Cc1ccc(C(=O)C(C)Sc2nnc(N)s2)cc1 (centres undefined)
 : i, i
COCCC(=O)N1CCCC(C(=O)c2ccccc2SC)C1 (centres undefined)
 : i, i
O=C(O)c1ccccc1-c1ccccc1C(=O)NCc1ccccc1F
 : i, i
CCn1nccc1C(=O)Nc1nc2ccccc2n1CCN1CCCCC1
 : i, i
COc1cc(S(=O)(=O)n2nnc3ccccc32)c(OC)cc1Cl
 : i, i

# In the list so far, 4 have a nitro group on carbon.
# Order of results: CHT PAM, CHT inh
COCCCNc1nc(N)c([N+](=O)[O-])c(Nc2ccccc2OC)n1
 : i, i
Cc1ccc(/C([O-])=C(/C(=S)NCCN2CCOCC2)[n+]2ccccc2)cc1[N+](=O)[O-]
 : i, i
CC1(C)CC(=O)C(C(O)c2ccc([N+](=O)[O-])cc2)C(C)(C)N1 (centres undefined)
 : i, i
COc1cc(/C=N/NC(=O)Cc2ccccc2)cc([N+](=O)[O-])c1O
 : i, i

# Sorted by length of the SMILES (highest first): some entries from above
# Order of results: CHT PAM, CHT inh
CC(C)OCCCNC(=O)C1CCC(CNS(=O)(=O)c2ccc(Cl)cc2)CC1 (centres undefined)
 : i, i
COCCN1C(=O)N[C@@H](c2ccco2)C(C(C)=O)=C1C
 : i, i
COCCC(=O)N1CCCC(C(=O)c2ccccc2SC)C1 (centres undefined)
 : i, i

# Carrying on.
# Order of results: CHT PAM, CHT inh
CC(=O)Nc1ccc(Oc2ncccn2)c(Cl)c1
 : i, -5.63*
COc1ccc(N2C(=O)C(Cl)=C(Nc3ccc(OC)cc3OC)C2=O)cc1
 : i, i
CC(=O)N(CC1CCCO1)c1nnc(-c2ccccn2)s1 (centres undefined)
 : i, i
O=C(CSc1nc(-c2ccccc2)nc2ccccc12)Nc1cccc(C(=O)O)c1
 : i, i
Cc1ccccc1OCC(=O)Nc1ccc(S(=O)(=O)Nc2onc(C)c2C)cc1
 : i, i

# High-throughput results: PubChem BioAssay, Johns Hopkins Ion Channel Center
